Screening results: PubChem BioAssay, National Center for Advancing Translational Sciences (NCATS)
AmpC inh no detg = AmpC beta-lactamase inhibition without detergent; 0.52% of 330,000 active; Potency, µM (doses to about 57.1 µM), for the others: top-dose activity change, negative = inhibition, hits mostly inhibitors; P00811; AmpC nitrocefin hydrolysis, absorbance 480 nm, 0.0001% Triton;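 further: potency means the concentration at half of the fitted maximal effect; plate controls were no compound for no effect and no enzyme for full effect; nearly all actives have a fitted effect of over 20% in size; some results filed as inactive show a strong effect at the top dose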
Target sequence (P00811 whole entry, looked up): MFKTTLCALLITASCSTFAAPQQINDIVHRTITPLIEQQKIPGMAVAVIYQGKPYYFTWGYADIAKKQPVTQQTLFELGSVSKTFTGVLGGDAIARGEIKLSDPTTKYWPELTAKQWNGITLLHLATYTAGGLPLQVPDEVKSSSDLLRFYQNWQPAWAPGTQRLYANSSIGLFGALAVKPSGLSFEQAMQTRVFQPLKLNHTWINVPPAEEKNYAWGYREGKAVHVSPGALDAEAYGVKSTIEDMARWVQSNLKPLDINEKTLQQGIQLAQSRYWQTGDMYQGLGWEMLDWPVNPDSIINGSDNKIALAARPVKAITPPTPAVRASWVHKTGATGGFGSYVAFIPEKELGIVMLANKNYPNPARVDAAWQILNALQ
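AmpC (5.3 nM in the dispensed reagent) in 20 mM phosphate pH 7.0 with 0.01% (detergent screen) or 0.0001% Triton X-100 was preincubated with compounds for 15 min at room temperature. Nitrocefin was then added from an 800 uM solution, and hydrolysis was followed at 480 nm.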
Sm TGR block = S. mansoni TGR enzyme inhibition; 3% of 360,000 active; Potency, µM (highest dose often 114 µM), for inactives: top-dose activity change, negative = inhibition, usual class: inhibitors; purified TGR, DTNB reduction, TNB absorbance 405 nm; AID 485364; Q962Y6; further: potency means the concentration at half of the fitted maximal effect; nearly all actives have a fitted effect of over 60% in size
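Kinetic colorimetric format: TGR-catalysed, NADPH-driven DTNB reduction monitored via TNB absorbance. Enzyme dispensed at 20 nM; compound exposure 15 min at room temperature before reaction start.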
Giardia FBPA inh = blocks Giardia fructose-bisphosphate aldolase activity; Potency, µM (top dose mostly 59.6 µM), inactives show at the highest dose activity, negative = inhibition, hits mostly inhibitors; AID 2451; 0.71% of 290,000 active; purified Giardia FBPA; further: potency means the concentration at half of the fitted maximal effect; nearly all actives have a fitted effect of over 55% in size
Target sequence (A8B2U2 whole entry, looked up): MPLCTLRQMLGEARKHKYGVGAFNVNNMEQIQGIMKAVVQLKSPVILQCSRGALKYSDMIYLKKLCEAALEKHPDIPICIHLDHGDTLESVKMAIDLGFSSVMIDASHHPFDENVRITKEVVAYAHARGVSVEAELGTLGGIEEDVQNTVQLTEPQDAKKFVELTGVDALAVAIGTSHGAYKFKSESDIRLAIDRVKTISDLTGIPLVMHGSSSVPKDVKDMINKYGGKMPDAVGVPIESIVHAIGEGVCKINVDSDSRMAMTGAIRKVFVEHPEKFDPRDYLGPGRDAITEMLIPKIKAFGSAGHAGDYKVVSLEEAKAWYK
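40 nM FBPA preincubated 10 min at RT with compound (up to 57.5 uM final), then substrate plus GAPDH/TPI/NAD/arsenate coupling and diaphorase/resazurin added. Fluorescence read after 20 min at RT, 525/598 nm.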
HCMV antiviral = blocks human cytomegalovirus replication; HFF cells, HCMV-luciferase reporter, 72 h; stronger effect = lower value; activity change, negative = inhibition, % at 57.5 µM; 4.5% of 410,000 active; in the data active means activity change below about -60%; inconclusive means no clear call, values can overlap the other calls; inactive means above about -39%
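After 16 h attachment at 37C, HFF cells received test compound and HCMV-luciferase (1 PFU/cell); reporter luminescence read 72 h later, data normalized against buffer-only and known inhibitor Salinomycin.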
AmpC inh detg = blocks E. coli AmpC beta-lactamase in detergent assay; AID 485294; P00811; 0.041% of 370,000 active; AmpC hydrolysis of nitrocefin, absorbance 480 nm, 0.01% Triton; Potency, µM (titrated, usually from 114 µM), inactives show at the top dose activity change, negative = inhibition, actives largely listed as inhibitors;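 further: potency means the concentration at half of the fitted maximal effect; 0% = no-compound wells and -100% = no-enzyme wells; nearly all actives have a fitted effect of over 25% in size; some results filed as inactive show a strong effect at the top dose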
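AmpC (5.3 nM in the dispensed reagent) in 20 mM phosphate pH 7.0 with 0.01% (detergent screen) or 0.0001% Triton X-100 was preincubated with compounds for 15 min at room temperature. Nitrocefin was then added from an 800 uM solution, and hydrolysis was followed at 480 nm.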
HCV inhibitor = blocks hepatitis C virus; Huh7.5.1 HCVcc-Cre infection, luciferase reporter, 44 h; Potency, µM (series often up to 41.8 µM), inactives show top-dose activity change, negative = inhibition, most hits filed as inhibitors; 3.4% of 340,000 active; AID 651820; further: potency means the concentration at half of the fitted maximal effect
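Whole-lifecycle infectious HCVcc-Cre system; cells 1,000/well, compound then virus (~0.5 moi) added 4 h after plating, 44 h culture. Luciferase read 15 sec following 15 min substrate incubation, room temp.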
* hit, by the source's call; u = inconclusive; x = not tested or not shown; & = joins results of further samples; [ ] = another dose, or the depositor's remark. Unless noted, the call rests on the fitted dose curve; in most records, active means well fitted curve in the direction sought with a large enough effect; inconclusive means small, poorly fitted or top-dose-only effect, or another doubt; inactive means no such curve, though single readings can be large; an effect the other way counts as inactive or inconclusive. Unless noted, on the % scale 0 is the no-effect control and ±100 the full control effect.

canonical_smiles,Giardia FBPA inh,HCV inhibitor,AmpC inh detg,AmpC inh no detg,Sm TGR block,HCMV antiviral
CCC(C(=O)NCc1ccco1)N(C(=O)CNS(=O)(=O)c1ccccc1)C1CCCCC1 (centres undefined),1%,28%,4%,33%,45µM*,-10
CCCCN=Cc1c(C)[nH]n(-c2ccccc2)c1=S,u,-4%,3%,29%,0%,u
Cc1cc(O)cc2c1C(c1ccc(F)cc1)CC1(CC(C)(C)NC(=S)N1)O2 (centres undefined),0%,22µM*,2%,-37%,40%,x
COc1ccccc1NC(=O)CSc1nc(-c2ccccc2F)nc2cc(=O)[nH]n12,x,x,2%,x,7%,-13
COc1ccc(CNC(=O)COc2ccc(S(=O)(=O)NC(C)C)cc2)cc1,0%,5%,u,-12%,6%,19
CCn1c(CNC(=O)c2ccc(OC)cc2)nnc1SC,-6%,6%,-5%,92%[activator],-13%,13
COc1ccc(OC)c(C2CC(=O)Nc3ccc4ccccc4c32)c1 (centres undefined),x,x,2%,x,-5%,10
COc1ccc2c(c1)c([C@@H]1[C@H](C)[C@H]3CCCC[C@H]3CN1S(=O)(=O)c1ccc(C)cc1)cn2C,x,-12%,x,-35%,x,-6
COc1ccc(OCC(=O)N/N=C(\C)c2cccs2)cc1,1%,-10%,3%,-6%,-29%,0
CCc1nc(CN(C)C(=O)C2CCC(=O)N(CCc3cccc(F)c3)C2)no1 (centres undefined),x,-3%,-3%,3%,-25%,21
O=C(OCc1nc2ccccc2s1)c1ccc([N+](=O)[O-])o1,2%,24%,-5%,-8%,-14%,x
CCN(CC(=O)Nc1ccccc1C(F)(F)F)C(=O)CSCc1c(C)noc1C,x,1%,-1%,1%,-1%,-20
CSc1ccc(CCNC(=O)c2ccc(CS(=O)Cc3ccccc3Cl)o2)cc1 (centres undefined),x,u,0%,62%[activator],-20%,u
Cc1ccc(NC(=O)CSCC(=O)N2CCN(C(=O)c3ccco3)CC2)cc1,x,1%,-16%,-16%,-9%,115
Cn1c(=O)[nH]c(=O)c2c1ncn2CCN1CCCCC1,4%,11%,-5%,-9%,1%,-10
COc1cc(/C=N/NC(=S)NCC2CCCO2)cc(OC)c1OC (centres undefined),-23%,-10%,-8%,-15%,-6%,-2
Brc1ccc(C2C3=C(Nc4ncnn42)c2ccccc2OC3c2ccncc2)cc1 (centres undefined),-20%,-29%,0%,-9%,-12%,u
Cc1ccc(NC(=O)Cn2c(-c3nonc3N)nc3ccccc32)cc1C,x,x,5%,x,-9%,5
CN(Cc1ccccc1)C(=O)c1ccc2c(c1)N(Cc1ccc(Cl)cc1)C(=O)c1ccccc1S2=O (centres undefined),x,x,0%,x,-2%,u
Cc1ccccc1NC(=O)CSc1nc2ccc(NC(=O)c3ccccc3)cc2s1,x,x,16%,x,1%,-5
C[C@]12C(=O)N(c3ccc(F)cc3)C(=O)N1[C@@H]1c3ccccc3OC[C@@H]1[C@H]2c1ccccc1,-10%,-18%,-8%,-38%,-23%,0
CSc1ccccc1NC(=O)c1onc(C)c1Cl,1%,-13%,u,-15%,-2%,18
CCCC(=O)c1ccc(N2CCOCC2)c(F)c1,4%,-6%,0%,-5%,0%,u
O=S(=O)(Nc1cccc2cn[nH]c12)c1ccc(F)cc1,-9%,6%,1%,-35%,-12%,-22
CCCCN1C(=O)C(=O)N(CC(=O)Nc2cccc(C(C)=O)c2)C1=O,x,11%,0%,-18%,7%,6
O=C(NC1CCCC1)c1ccc(Cn2c(=O)[nH]c3ccsc3c2=O)cc1,3%,-22%,-7%,-30%,-2%,-23
CCOc1ccccc1-n1cc2c(c1-c1ccc(OC)cc1)c(=O)n(C)c(=O)n2C,x,x,23%,x,10%,5
Cc1ccc(S(=O)(=O)c2cc3c(=O)n4cccc(C)c4nc3n(C3CCCCC3)c2=N)cc1,-3%,-15%,3%,-30%,-15%,x
CCOC(=O)c1oc2nc(C(C)C)c3c(c2c1N)CC(C)(C)OC3,-7%,u,-14%,22%,90%[activator],1
Nc1nc(NC(=O)CCC(=O)O)nn1-c1ccccc1,-4%,-15%,1%,-2%,-17%,-6
CCOC(=O)N1CCN(C(=O)CNC(=O)c2nn(-c3ccc(OC)c(OC)c3)c(=O)c3ccccc23)CC1,x,17%,-3%,-5%,5%,-27
CCSc1ncc(Cl)c(C(=O)Nc2ccc(S(=O)(=O)N3CCC(C)CC3)cc2)n1,x,x,14%,x,3%,u
Cc1nn(CCCC(=O)NCCCN2CCN(C)CC2)c(=O)c2c1sc1ccccc12,5%,-9%,-12%,37%,6%,-30
Cc1cnc(C(=O)Nc2ccc(C)c(S(=O)(=O)N(C)C)c2)cn1,-1%,-6%,-9%,-13%,0%,60
Cc1ccc(NC(=O)NN2CCN(C)CC2)cc1C,3%,12%,0%,-20%,0%,10
COc1ccccc1CNC(=O)C1(NC(=O)Nc2ccc(C)cc2)CCCCC1,-3%,u,u,-25%,-6%,-36
COc1cc2[nH]c(C(=O)N3CCc4ccccc43)cc2c(OC)c1OC,0%,u,5%,38%,-28%,357
O=C(CN1CCN(C(=O)c2ccccc2F)CC1)Nc1ccc(Br)cc1,x,-10%,0%,50%,-13%,27
Cc1ccc(S(=O)(=O)NOCc2ccccc2)cc1,x,-32%,x,-19%,x,-1
Cc1cc(=O)n2c(n1)NC(=NCc1ccccc1)NC2c1ccccc1 (centres undefined),-7%,-7%,-10%,-22%,-10%,-17
CCCC[n+]1c2ccccc2cc2ccccc21,-22%,6.3µM*,32µM*,-24%,u,u
C=CCSc1nnc2nc3c(nn12)c1cc(C)ccc1n3CC=C,-10%,-3%,u,31%,u,-33
COc1ccc(CNc2nc3nc(C)c(Cl)c(=O)n3[nH]2)cc1,-14%,0%,2%,-12%,13%,17
O=C(COc1ccc(S(=O)(=O)N2CCOCC2)cc1)N1CCN(Cc2ccc3c(c2)OCO3)CC1,2%,u,3%,106%[activator],-22%,-61*
NC(=O)CSC1=Nc2ccccc2C2=NC(CCC(=O)NCc3ccc(F)cc3)C(=O)N12 (centres undefined),4%,-3%&27%,1%,-15%,5%,5
CCCCC(c1nnnn1CC1CCCO1)N1CCN(c2nc3ccccc3s2)CC1 (centres undefined),-22%,u,-1%,144%[activator],-33%,-24
COc1ccc(C2C(C(C)=O)=C(O)C(=O)N2c2nccs2)cc1 (centres undefined),5%,16%,-12%,x,-7%,u
COc1ccc(N2CCN(C(=O)COC(=O)COc3cc(C)cc(C)c3)CC2)cc1,x,12%,-11%,79%[activator],-5%,-26
CC(C)c1ccc(NC(=O)CN2C(=O)NC3(CCCCCCC3)C2=O)cc1,x,u,x,-20%,x,-37
COc1ccc(OC)c(N(CC(=O)NCc2ccccn2)S(C)(=O)=O)c1,0%,17%,-8%,-15%,2%,12
COc1ccc(OC)c(NC(=O)c2c(NC(=O)CNCc3ccco3)sc3c2CCC3)c1,1%,12%,-2%,-40%,2%,-10
CCOc1ccc(C(=O)NC2CCN(CC(=O)NCc3cccs3)CC2)cc1,1%,-11%,3%,3%,-8%[57.1 µM],19
O=C(CNC(=O)c1cccs1)N/N=C/c1ccco1,0%,18%,-5%,-18%,-17%,u
Oc1cccc(-c2nc(-c3cccs3)c(-c3cccs3)[nH]2)c1,x,x,10%,x,u,33
COC(=O)c1ccc(=O)n(-c2ccc(OC)cc2)c1,4%,23%,-5%,-18%,-30%,37
COC(=O)C1=C(c2c(C)noc2C)C[C@@H]2CC[C@H]1N2C(=O)NCCOc1ccccc1Cl,x,8%,6%,61%[activator],-2%,3
CCCn1c(SCC(=O)NCCc2ccccc2)nnc1C(C)C,5%,15%,4%,-1%,8%,-36
COc1ccc(NS(=O)(=O)c2ccc(C)c(C(=O)NNC(=O)c3ccccc3O)c2)cc1,x,u,0%,-29%,-12%,-7
COc1ccc(OC)c(CN2CCN(C(=O)c3cccc4ccccc34)CC2)c1,-7%,-21%,-12%,119%[activator],0%,11
O=C(C[n+]1cccc2ccccc21)c1ccc([N+](=O)[O-])cc1,-2%,11µM*,-12%,-12%[11.4 µM],6%,-13

The list goes on:
canonical_smiles,Giardia FBPA inh,HCV inhibitor,AmpC inh detg,AmpC inh no detg,Sm TGR block,HCMV antiviral
O=C(Nc1nc2c(s1)CCCC2)c1ccc(Br)o1,-11%,u,-13%,-39%,1%,70
Cc1noc(C)c1C(=O)Nc1nc2ccc(F)cc2s1,x,-18%,11%,-28%,-23%,39
N#CCC(=O)Nc1ccc(C(=O)OCC(=O)N(C2CCCCC2)C2CCCCC2)cc1,-2%,-19%,1%,-12%,6%,-28
O=C(CCC1CCCC1)Nc1nnc(-c2ccc3c(c2)OCO3)s1,3%,5%,-5%,-4%,-2%,9
O=C(c1cc[n+]([O-])cc1)N1CCc2c([nH]c3ccccc23)C1c1ccccc1Cl (centres undefined),-1%,2%,-6%,123%[activator],-12%,0
COc1ccc(CCN)cc1OC,1%,5%,-4%,11%,-13%,18
CCOC(=O)c1c(C)n(C(C)C)c2ccc(OC(=O)c3ccc(N4C(=O)CCC4=O)cc3)cc12,4%,-12%,4%,136%[activator],-2%,21
c1cncc(Oc2cccc(Oc3cccnc3)c2)c1,5%,9%,-4%,-5%,5%,-18
O=C(Nc1cccnc1)c1ccc(NC(=O)c2ccco2)cc1,-5%,5%,9%,-15%,-4%,-103*
CCC(C)NC(=O)[C@@H]1CCCN1C(=O)C1CCN(S(=O)(=O)c2ccc(C)cc2)CC1 (some centres undefined),x,4%,1%,22%,-8%,0
COc1ccc(OC)c(N/C=C/C(=O)c2ccc(OC)c(OC)c2)c1,4%,9%,-18%,105%[activator],7%,-27
Cc1nc2c(cnn2-c2ccc(Cl)cc2)c(=O)n1-c1ccc(N2CCC(C)CC2)cc1,1%,x,-11%,-15%,-6%,x
CN(Cc1ccccc1)C(=O)c1nn2cccnc2c1Cl,2%,50%[activator],0%,-5%,8%,u
Cc1ccc(CNc2nc3ccc(C)cc3n3cnnc23)cc1,2%,14%,-13%,-18%,0%,-21
Cc1ccccc1Cn1c(Oc2ccccc2F)nc2c1c(=O)n(C)c(=O)n2C,x,x,8%,x,12%,8
COc1ccc(NC(=O)CCn2c(=S)[nH]c3ccccc3c2=O)cc1,x,-9%,3%,-4%,3%,-61*
Fc1ccc2c(c1)C(c1ccncc1)=NNC(c1ccc(Cl)cc1)=N2,3%,u,-2%,-26%,9%,-15

In a second layout: entries from further up.
Values run as follows: Giardia FBPA inh, HCV inhibitor, AmpC inh detg, AmpC inh no detg, Sm TGR block, HCMV antiviral
- O=C(Nc1cccnc1)c1ccc(NC(=O)c2ccco2)cc1
 : -5%, 5%, 9%, -15%, -4%, -103*
- CCC(C)NC(=O)[C@@H]1CCCN1C(=O)C1CCN(S(=O)(=O)c2ccc(C)cc2)CC1 (some centres undefined)
 : x, 4%, 1%, 22%, -8%, 0
- COc1ccc(OC)c(N/C=C/C(=O)c2ccc(OC)c(OC)c2)c1
 : 4%, 9%, -18%, 105%[activator], 7%, -27
